DNA FID counter: compounds displacing fluorescent DNA intercalator, primary screen, artefact control for HCV NS3 helicase inhibitor project, biochemical, FID fluorescence. DNA fluorescent intercalator displacement. inhibition, % at 7.9 µM. actives 0.17% (n = 290,000). AID 1845, 2009; in the data active means inhibition above about 37%;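 further: 0% = vehicle and 100% = reference compound; higher means more ethidium bromide displaced from hairpin DNA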
NALP1 inh: NALP1 inflammasome inhibitors in reconstituted yeast, colorimetric, S. cerevisiae, triplicate retest; AID 2071, 2009; actives 0.61% (n = 280,000); inhibition, % at 10 µM; S. cerevisiae NALP1/ASC/caspase-1 growth, X-gal OD620, 72 h; in the data active means inhibition mostly above about 24%, no sharp cut-off; inactive means mostly below about 32%; further: some compounds called inactive have numbers as strong as hits
MEKK2mut PB1 HTS: MEK5 binding signal on mutant MEKK2 PB1, primary screen, biochemical, multiplex bead flow cytometry, Alexa488-MEK5. actives 0.35% (n = 290,000). percent response, % at 10 µM. Alexa488-MEK5 binding to MEKK2 mutant. AID 1530, 2009; in the data active means percent response above about 24%, passing the limit was not always enough; further: inactives centre near 1; some results filed as inactive read as strong as hits
PfM18AAP inh: PfM18AAP inhibitors, malaria aminopeptidase, primary screen, biochemical, QFRET, recombinant enzyme | M18 aspartyl aminopeptidase (Plasmodium falciparum 3D7) | H-Glu-NHMec fluorogenic cleavage | inhibition, % at 7.35 µM | actives 1.2% (n = 290,000) | AID 1822, 2009;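 active means inhibition above the campaign mean inhibition over all tested compounds plus 3 SD, cut at about 28% in these data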;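 further: 0% = plate median of test compound wells and 100% = 2 mM ZnCl2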
VIM-2 inhibitor: VIM-2 metallo-beta-lactamase inhibitors, primary screen, biochemical, epi-absorbance readout, Pseudomonas aeruginosa enzyme; purified VIM-2, nitrocefin hydrolysis, epi-absorbance fluorescence; inhibition, % at 5.6 µM; AID 1527, 2009; actives 0.89% (n = 290,000);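 active means inhibition above the mean of all tested compounds plus 3 SD, cutoff set per screening run, cut at about 7.5% in these data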;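 further: red hydrolysis product quenches plate fluorescence so inhibitors raise well fluorescence; 0% = enzyme with DMSO and 100% = DMSO without enzyme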
SUMO HTRF inh: inhibitors of in vitro SUMOylation cascade, primary screen, biochemical, HTRF, uHTS; SUMO-conjugating enzyme UBC9 (Homo sapiens), P63279; HTRF SUMOylation assay, SAE1/SAE2 + UBC9; inhibition, % at 35 µM; actives 0.36% (n = 290,000); AID 2006, 2009; in the data active means inhibition above about 50%, passing the limit was not always enough; further: strong numbers were not always called active
Target sequence (P63279 whole entry, looked up): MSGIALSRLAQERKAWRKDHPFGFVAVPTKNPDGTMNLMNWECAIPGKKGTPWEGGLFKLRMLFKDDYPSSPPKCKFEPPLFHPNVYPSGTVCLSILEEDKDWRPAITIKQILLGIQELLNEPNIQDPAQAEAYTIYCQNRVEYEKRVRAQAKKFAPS
MEKK2wt PB1 HTS: modulators of MEK5 binding to wildtype MEKK2, primary screen, biochemical, multiplex bead flow cytometry, Alexa488-MEK5 | Alexa488-MEK5 binding to MEKK2 WT; actives lie on both sides | actives 1.1% (n = 290,000) | Mitogen-activated protein kinase kinase kinase 2 (Homo sapiens), Q9Y2U5 | AID 1531, 2009 | binding response (% of control), % at 10 µM; in the data active means binding response below about 67% or above about 130%
NS3 helicase inh: inhibitors of HCV NS3 helicase, primary screen, biochemical, Cy5 molecular beacon fluorescence; inhibition, % at 10.9 µM; AID 1800, 2009; NS3 helicase DNA unwinding; actives 0.56% (n = 290,000);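 active means inhibition above the mean of all tested compounds plus 3 SD, set per campaign, cut at about 35% in these data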;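 further: 0% = DMSO wells and 100% = thioflavine S control wells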
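Measured by: Cy5 fluorescence, 0 and 60 min reads / Assay system: NS3 helicase fragment of HCV / Control set: low DMSO, high thioflavine S at 110 µM / Times: 1 h reaction at 25 °C, ATP-initiated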
IMP-1 inhibitor: IMP-1 metallo-beta-lactamase inhibitors, primary screen, biochemical, epi-absorbance readout, Pseudomonas aeruginosa enzyme. purified IMP-1, nitrocefin hydrolysis, epi-absorbance fluorescence. inhibition, % at 5.6 µM. actives 0.45% (n = 290,000);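 active means inhibition above the mean plus 3 SD of all compounds in the same screening run, cut at about 4.5% in these data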;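 further: 0% = IMP-1 with DMSO and 100% = DMSO wells lacking enzyme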
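System: purified IMP-1; amount: IMP-1 0.2 nM before substrate addition; compound: single dose, 5.6 µM; times: 25 °C, 15 min preincubation, 25 min reaction; signal: Epi-absorbance via hydrolysed-nitrocefin quenching of white-plate fluorescence, 480/530 nm, EDTA stop; benchmarks: DMSO with and without IMP-1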
Starred values were filed as active, the others as inactive; x = not tested or not shown; [ ] = remark or other dose. An unsorted share of the library, and some 4.7% of all compounds hit somewhere here.

SMILES	DNA FID counter	NALP1 inh	MEKK2mut PB1 HTS	PfM18AAP inh	VIM-2 inhibitor	SUMO HTRF inh	MEKK2wt PB1 HTS	NS3 helicase inh	IMP-1 inhibitor
COc1ccc(C(=O)NCc2n[nH]c(=S)n2-c2ccccc2)cc1OC	-7.2	-11.6	-40.0	9.5	-0.2	15.0	-5.0*[inhibitor]	-2.6	-5.1
CCCCOc1ccc(C(=O)N2CCNC(=O)C2CC(=O)OC(C)C)cc1 (stereo not drawn)	-24.9	20.8	3.0	-2.5	-0.3	4.7	107.0	-2.3	0.6
CCCCOCCCn1c(-c2ccco2)nc2nc3ccccc3nc21	-17.2	0.9	-6.0	-5.3	-0.7	49.7	84.0	26.1	-2.0
COc1ccc(-c2noc(CCC(=O)Nc3ccc4c(c3)OCCO4)n2)cc1	-10.7	13.7	17.0	-1.3	-2.8	5.0	118.0	-2.7	-2.7
COc1ccc(CC(=O)Nc2nnc(C(C)C)s2)cc1OC	-3.2	-14.7	-8.0	1.9	-3.4	4.6	87.0	1.1	-4.1
CCc1ccccc1NCc1cc(=O)oc2cc(C)ccc12	-7.0	15.6	-4.0	8.1	1.1	11.5	101.0	13.8	0.5
CCc1ccc(S(=O)(=O)N2CCN(c3ccccc3OC)CC2)cc1	-26.4	-3.5	1.0	-3.2	1.7	13.8	102.0	-7.2	-0.8
CCOC(=O)c1c(C#N)cnn1-c1ccc(C)cc1	-3.4	32.0	-8.0	-2.6	0.1	2.2	98.0	-6.0	-2.0
Cc1c(Br)cc(C(=O)NC2CCCCC2)c(C)c1C	-2.6	10.7	3.0	2.4	-0.1	-9.2	104.0	-8.5	-1.2
Cc1cc(C)cc(C(=O)NC(=S)Nc2ccc3c(c2)OCCO3)c1	-1.0	25.4	12.0	-6.5	-2.2	7.9	99.0	8.8	-0.3
O=C(NCCc1ccccc1)C1CC(=O)N(CCc2ccccc2)C1 (stereo not drawn)	-27.8	1.5	3.0	-8.5	-2.6	x	101.0	0.9	-5.5
COCc1cc(C)nc(OCC(=O)N/N=C/c2ccc(-c3cccc([N+](=O)[O-])c3)o2)c1C#N	5.3	2.8	x	0.1	-2.1	14.9	x	5.2	-1.5
COC(=O)[C@H](C)NC(=O)Nc1ccc(Oc2ccccc2)cc1	-1.6	10.3	2.0	-8.5	-0.9	28.2	101.0	4.5	0.2
COc1cc(OC)c(CN2CCC(Cc3ccccc3)CC2)cc1Br	12.4	-32.2	6.0	-9.8	-0.2	16.0	116.0	-31.0	-0.6
COc1ccc(-c2nc(CS(=O)CC(=O)NCCCN3CCOCC3)c(C)o2)cc1OC (stereo not drawn)	-3.0	6.5	1.0	-7.6	-3.2	-9.4	100.0	16.4	-4.3
O=C(Cn1nnc(-c2ccncc2)n1)Nc1ccc2c(c1)CCC2	1.3	20.3	3.0	-7.3	-0.3	5.6	107.0	3.3	-0.5
O=C1C(Cc2ccccc2O)NC(=S)N1c1ccccc1 (stereo not drawn)	-2.7	1.0	-1.0	3.0	-2.5	3.9	98.0	-5.3	-3.0
CCOC(=O)N1CCC(NC(=O)c2cc3c(-c4ccccc4F)nn(C)c3s2)CC1	-6.8	-12.2	3.0	-6.7	-0.6	1.7	106.0	-4.9	-1.8
CN(C)c1ccc(C=NC(CO)C(O)c2ccc([N+](=O)[O-])cc2)cc1 (stereo not drawn)	-3.0	x	-4.0	-0.1	-2.1	0.7	101.0	0.8	-3.7
Cc1ccnc(N=Cc2nc(-c3ccccc3Br)oc2O)c1	-11.5	18.4	-11.0	0.7	-2.5	-1.6	94.0	-0.1	-1.6

Part of the list above, reformatted.
Results follow in this order: DNA FID counter, NALP1 inh, MEKK2mut PB1 HTS, PfM18AAP inh, VIM-2 inhibitor, SUMO HTRF inh, MEKK2wt PB1 HTS, NS3 helicase inh, IMP-1 inhibitor
O=C(Cn1nnc(-c2ccncc2)n1)Nc1ccc2c(c1)CCC2
 : 1.3, 20.3, 3.0, -7.3, -0.3, 5.6, 107.0, 3.3, -0.5
COc1ccc(C(=O)NCc2n[nH]c(=S)n2-c2ccccc2)cc1OC
 : -7.2, -11.6, -40.0, 9.5, -0.2, 15.0, -5.0*[inhibitor], -2.6, -5.1
COc1ccc(CC(=O)Nc2nnc(C(C)C)s2)cc1OC
 : -3.2, -14.7, -8.0, 1.9, -3.4, 4.6, 87.0, 1.1, -4.1
COc1ccc(-c2nc(CS(=O)CC(=O)NCCCN3CCOCC3)c(C)o2)cc1OC (stereo not drawn)
 : -3.0, 6.5, 1.0, -7.6, -3.2, -9.4, 100.0, 16.4, -4.3
O=C1C(Cc2ccccc2O)NC(=S)N1c1ccccc1 (stereo not drawn)
 : -2.7, 1.0, -1.0, 3.0, -2.5, 3.9, 98.0, -5.3, -3.0

Next entries
SMILES	DNA FID counter	NALP1 inh	MEKK2mut PB1 HTS	PfM18AAP inh	VIM-2 inhibitor	SUMO HTRF inh	MEKK2wt PB1 HTS	NS3 helicase inh	IMP-1 inhibitor
COC(=O)/C=C/c1ccc(OC(=O)c2ccncc2)cc1	-3.4	31.4	-2.0	1.2	-2.7	6.7	96.0	3.2	-3.0
Cc1cccc(-n2c(SCC(=O)O)nc3sc4c(c3c2=O)CCC4)c1	-32.6	-1.1	1.0	-4.6	-0.6	10.6	95.0	5.4	-2.6
CCN(CC)S(=O)(=O)c1ccc(NC(=O)C2c3ccccc3Oc3ccccc32)cc1	-0.8	30.2	2.0	-2.7	-0.9	-16.2	112.0	4.5	-1.6
COc1ccc(C2=NOC(Cn3c(Cc4ccc(Cl)cc4)nc4c3c(=O)n(C)c(=O)n4C)C2)cc1 (stereo not drawn)	0.2	-10.0	2.0	-8.6	-0.8	16.2	102.0	-8.7	-1.3
Cc1nc(=S)n(-c2ccccc2)[nH]1	3.2	6.0	-2.0	2.6	-2.2	6.1	100.0	-4.5	-2.1
O=c1[nH]c(/C=C/c2ccccc2)c([N+](=O)[O-])c(=O)[nH]1	-3.4	2.0	6.0	4.2	-1.7	-3.0	102.0	19.5	-4.1
CCCCCCCNC(=O)C1(CC2CC(c3ccc(Cl)cc3)=NO2)CCN(C(=O)c2cc(OCC)c(OCC)c(OCC)c2)CC1 (stereo not drawn)	-33.1	14.3	-1.0	4.6	-2.5	-11.7	96.0	-19.6	-3.0
C=CCNC(=O)c1ccccc1NC(=O)c1cccc2ccccc12	-10.6	9.5	4.0	-5.7	-3.6	5.7	106.0	1.4	-5.0
CC1(CCc2ccccc2)NC(=S)N(c2ccccc2)N1 (stereo not drawn)	-1.8	25.2	-1.0	7.8	1.3	14.6	96.0	-2.2	-5.4
CCc1ccc(-c2ccc3nnc(SCC(N)=O)n3n2)cc1	-19.8	-1.4	3.0	-1.4	-2.0	x	98.0	-0.1	-5.8
COc1cccc(C2CC(c3ccc(Cl)cc3Cl)n3nc(N)nc3N2)c1 (stereo not drawn)	-30.1	5.5	2.0	-5.0	-3.9	-8.6	93.0	-6.0	4.3
CCCCc1ccc(NC(=S)Nc2ccc(Cl)c(S(=O)(=O)N(C)C)c2)cc1	2.0	15.0	3.0	0.4	-0.8	-4.0	130.0	-1.0	-2.4
NC(=O)c1cc2n(n1)C(C(F)(F)F)CC(c1ccco1)N2 (stereo not drawn)	4.1	-4.0	-1.0	-0.5	-2.5	22.1	103.0	-0.2	-2.7
Cc1cccc(S(=O)(=O)N2CCC(CO)(Cc3ccccc3)CC2)c1	-28.0	3.8	-6.0	6.7	-2.9	7.5	87.0	2.1	-3.6
O=C(Nc1nc2ccc([N+](=O)[O-])cc2s1)c1ccco1	4.0	-8.5	-1.0	0.9	-0.5	3.5	101.0	3.2	-3.0
Cn1c(=O)n(CCc2ccccc2)c(=O)c2c1ncn2Cc1ccccc1	-25.7	14.2	6.0	-2.7	-2.2	-4.5	109.0	-2.6	-3.4
Cc1cc(C)n(-c2nnc(C)n2N)n1	1.9	-6.8	9.0	-5.4	-4.5	2.2	113.0	-5.3	-1.6
CCOc1ccc(NC(=O)CN2CCN(CC(=O)Nc3cccc(F)c3)CC2)cc1	-3.8	-0.6	9.0	-0.9	-3.9	-11.2	103.0	2.1	-3.4
CCC(C)n1c(-c2ccco2)nc2nc3ccccc3nc21 (stereo not drawn)	-12.5	-1.5	x	3.1	-2.4	6.2	x	22.2	-2.1
COc1ccc(-c2cc(C)no2)cc1S(=O)(=O)N1CCN(c2ccccc2F)CC1	-10.2	5.0	2.0	-1.4	-1.3	13.1	103.0	-9.8	-0.5

The last 3 compounds of the part above open the next one:
SMILES	DNA FID counter	NALP1 inh	MEKK2mut PB1 HTS	PfM18AAP inh	VIM-2 inhibitor	SUMO HTRF inh	MEKK2wt PB1 HTS	NS3 helicase inh	IMP-1 inhibitor
CCOc1ccc(NC(=O)CN2CCN(CC(=O)Nc3cccc(F)c3)CC2)cc1	-3.8	-0.6	9.0	-0.9	-3.9	-11.2	103.0	2.1	-3.4
CCC(C)n1c(-c2ccco2)nc2nc3ccccc3nc21 (stereo not drawn)	-12.5	-1.5	x	3.1	-2.4	6.2	x	22.2	-2.1
COc1ccc(-c2cc(C)no2)cc1S(=O)(=O)N1CCN(c2ccccc2F)CC1	-10.2	5.0	2.0	-1.4	-1.3	13.1	103.0	-9.8	-0.5
COc1cc(SC)ccc1C(=O)Nc1ccc2c(c1)CCC2	-14.9	5.6	0.0	-1.2	-0.8	-5.9	108.0	-13.9	-1.5
O=C(Cc1ccccc1)NN1C(=O)C2C3C=CC(C3)[C@@H]2C1=O (stereo partly drawn)	-1.5	26.7	-4.0	-1.7	-3.0	3.2	91.0	0.4	-1.6
Cc1cccc(-c2noc(CN(C)C(=O)c3ccco3)n2)c1	-19.6	-4.8	1.0	5.9	-0.8	0.5	102.0	-4.1	-1.8
Cn1nccc1C(=O)c1ccc(Cl)cc1	-1.1	8.9	1.0	4.1	-1.1	11.4	103.0	2.0	1.0
COCCCNC(=O)CN1C(=O)c2cccc3cccc1c23	-2.5	8.5	3.0	4.4	-2.0	23.8	102.0	2.8	-3.0
CSc1ccccc1C(=O)C1CCCN(C(=O)NC(C)C)C1 (stereo not drawn)	-9.9	1.0	-8.0	0.1	-2.3	1.7	85.0	5.6	-0.6
CCN(C(=O)COC(=O)CSc1ccc(C(N)=O)cc1[N+](=O)[O-])C1CCCCC1	-3.8	6.3	4.0	-2.3	1.0	0.1	105.0	-2.0	-1.2
Cc1ccccc1Oc1nnc(-c2cccs2)c2ccccc12	-7.5	36.5	-9.0	-7.8	-0.4	-17.1	92.0	4.1	-0.3
